Screening data (PubChem BioAssay)
mcGAS lum = cyclic GMP-AMP synthase inhibitors, mouse, primary biochemical chemiluminescence; recombinant cGAS, Kinase-Glo ATP depletion luminescence; AID 1259399, 2018; Q8C6L5; inhibition, % at 12.5 µM; 160,000 compounds, 0.15% hits;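 note: 0% = negative control wells and 100% = reference inhibitor with no enzyme activity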
hcGAS inh = Primary biochemical luminescence assay for human cyclic GMP-AMP synthase inhibitors | Q8N884 | inhibition, % at 12.5 µM | 290,000 compounds, 0.081% hits | recombinant h-cGAS, ATP depletion, Kinase-Glo luminescence;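 note: 0% = vehicle reaction and 100% = reaction without DNA for no activity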
Target sequence (Q8N884 whole entry, looked up): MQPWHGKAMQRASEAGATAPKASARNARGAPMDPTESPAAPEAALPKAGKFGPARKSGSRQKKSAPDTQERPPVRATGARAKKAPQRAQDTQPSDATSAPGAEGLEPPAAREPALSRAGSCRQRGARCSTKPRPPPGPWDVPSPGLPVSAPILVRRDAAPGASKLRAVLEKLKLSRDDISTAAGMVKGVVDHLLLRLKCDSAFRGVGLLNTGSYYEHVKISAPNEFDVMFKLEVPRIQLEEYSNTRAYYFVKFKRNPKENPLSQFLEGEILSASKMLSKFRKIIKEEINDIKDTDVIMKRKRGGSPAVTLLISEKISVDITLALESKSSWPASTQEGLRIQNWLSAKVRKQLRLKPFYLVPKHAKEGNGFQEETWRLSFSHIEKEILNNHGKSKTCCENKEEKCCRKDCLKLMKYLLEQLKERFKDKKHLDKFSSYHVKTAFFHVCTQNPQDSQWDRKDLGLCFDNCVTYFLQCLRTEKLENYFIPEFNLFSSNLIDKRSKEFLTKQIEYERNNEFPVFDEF
NPYLR7 ag = agonists of mosquito NPYLR7 receptor, primary screen, cell-based, Aedes aegypti, calcium fluorescence, mosquito biting behavior; Aedes aegypti neuropeptide Y-like receptor 7 (NPYLR7); HEK293T NPYLR7/Galpha15, GCaMP6s calcium fluorescence; activation, % at 10 µM; 270,000 compounds, 0.15% hits; AID 1259423, 2018; in the data active = activation above about 40%;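 note: 0% = vehicle and 100% = reference agonist at the receptor; some compounds past the cut are filed as inactive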
An asterisk follows results filed as active; . = no result given. Cut-off read from the data, not from the text of the source, unless noted: active = inhibition above about 40%; inactive = the rest. Compounds as they come, and some 0.27% of all compounds hit somewhere here.

SMILES | mcGAS lum | hcGAS inh | NPYLR7 ag
CC1(C(=O)NS(=O)(=O)c2cccs2)CCN1C(=O)CC1CCCCC1 (stereo unspecified) | . | -8.1 | 3.3
CCN1CCc2c(sc(N)c2-c2nc3ccccc3s2)C1 | . | -5.5 | 20.3
Cc1cc(Oc2cnn(C)c(=O)c2Nc2ccc(C(=O)NC3CC3)cc2)ccc1Cl | -8.1 | -5.9 | 1.3
O=C(OCc1nn(-c2ccc(F)cc2)c2c1CCC2)C1COCCO1 (stereo unspecified) | . | -11.6 | 4.2
COc1cc(C(=O)C=Cc2ccc(C#N)cc2)ccc1O | 64.1* | -10.2 | 1.2
COc1ccc(CN2CCNC(=O)C2CC(=O)N2CCOCC2)c(OC)c1 (stereo unspecified) | . | 1.3 | -1.2
OCC1(O)CCCN(Cc2cnc(N3CCOCC3)s2)CC1 (stereo unspecified) | . | -5.4 | 0.9
Cc1ccc(CC(C)NC(=O)c2c(C)c(C)nn(C)c2=O)s1 (stereo unspecified) | . | 4.0 | 3.2
COc1ccc(S(=O)(=O)NNC(=O)Cc2ccc(F)cc2)cc1OC | . | 8.1 | -0.8
CC1CN(c2cc(Cl)nc(SCC(=O)NCc3ccncc3)n2)CCN1C(=O)c1ccc(F)cc1 (stereo unspecified) | -5.7 | -0.2 | 8.6
COc1cc(/C=C2\C(=N)N3N=CSC3=NC2=O)ccc1OC(=O)c1cccc(C)c1 | . | -3.5 | 4.3
COCCN(Cc1nn(C)cc1Cl)Cc1sccc1C | . | -5.2 | 21.7
Cc1ccc(-c2cc(C(F)(F)F)c3c(=O)[nH]c(=S)[nH]c3n2)cc1 | . | -0.2 | 9.3
CCOC(=O)CC(=O)CSc1nnc(-c2ccccc2)c2sc(C)nc12 | -0.2 | 3.8 | 2.6
COCCN1CCC(c2nc3c([nH]2)CC(c2ccc(F)cc2)CNC3=O)CC1 (stereo unspecified) | . | -3.2 | 1.8
CC(S)C(=O)NCC(=O)O (stereo unspecified) | . | -3.6 | -6.3
Cc1cnccc1N1CCCN(C(=O)c2cccc3ccnn23)CC1 | . | 0.4 | 7.2
O=C(O)c1ccc(Oc2cc(Cl)ccc2Cl)cc1 | . | -3.1 | 0.4
CCc1cc2c(=O)n(CC(=O)c3ccc4c(c3)NC(=O)CO4)cnc2s1 | . | -6.4 | 7.0
N#Cc1cccc(S(=O)(=O)Nc2ccc(Cl)cn2)c1 | -6.4 | -12.5 | 8.2
Cc1cccnc1CN1CCN(Cc2cnc(S(C)(=O)=O)n2CC(C)C)CC1 | . | -8.5 | 10.8
CN1CCc2c(sc(NC(=O)c3ccc4ncsc4c3)c2-c2nc3ccccc3s2)C1 | . | -5.4 | 12.5
C=CCNC(=S)NS(=O)(=O)c1ccc(Cl)cc1 | -3.5 | 1.0 | -2.7
CN(CCC=C1c2ccccc2CCc2ccccc21)C(=O)c1ccccc1-n1cccc1 | . | -7.4 | -5.9
CCOc1ccc(S(=O)(=O)N2CCN(c3ccccc3C)CC2)cc1OCC | . | 0.9 | -10.9
COc1cccc(CN(Cc2cccc(C(F)(F)F)c2)Cc2nc(C(=O)NCc3ccco3)co2)c1OC | -3.7 | -2.0 | .
Cc1nc(SCC(=O)Nc2ccc(F)cc2F)c2c(C)c(C)sc2n1 | . | 2.3 | -2.6
COc1ccccc1CN(Cc1cc(C(C)(C)C)n[nH]1)C1CC1 | . | -4.9 | 8.0
O=C1CCCN1CCCC(=O)N1CCOC(Cc2ccccc2)C1 (stereo unspecified) | . | -1.5 | 9.6
Cc1cccc(NC(=O)N2CCN(C(C)c3ccccc3)CC2)c1 (stereo unspecified) | -5.3 | -1.8 | 17.1
COc1ccc(S(=O)(=O)NC(=O)C2(C)CCN2C(=O)Cc2ccc(-c3ccccc3)cc2)cc1 (stereo unspecified) | . | -8.4 | -1.0
COCCN1CC(O)CN(C(=O)Cc2ccccc2)CC1=O (stereo unspecified) | -7.9 | 2.5 | 20.2
CCC(C)(C)c1nnc(NC(=O)c2ccc(Cl)cc2[N+](=O)[O-])s1 | . | -2.8 | -3.4
O=c1cnnc(Nc2ccc(Br)cc2)[nH]1 | . | 2.7 | 0.6
O=C1NC(=O)/C(=C/C(=O)N2CCN(C(=O)/C=C3\SC(=O)NC3=O)CC2)S1 | . | -7.8 | 2.7
COc1ccc(Cl)cc1-n1c(C)cn2c3c(=O)[nH]c(=O)n(C)c3nc12 | . | -1.8 | -1.1
N#Cc1ccccc1CO[C@]1(C(=O)NC2CC2)CC(OCc2ccc(F)cc2)[C@H](O)[C@H](O)C1 (stereo partly specified) | -3.1 | -5.5 | 3.4
CN(Cc1n[nH]c2c1CCCC2)C(=O)c1ccccc1C1CCNC1 (stereo unspecified) | -11.5 | -6.6 | -3.5
O=C(Cn1cnc([N+](=O)[O-])n1)Nc1ccc(OC(F)(F)F)cc1 | -6.7 | -8.1 | -16.5
O=C(c1n[nH]c(=O)[nH]1)N1CCc2c(Cl)cccc21 | . | -6.3 | 6.9
CCOc1ccc(S(=O)(=O)N2CCN(CCO)CC2)cc1 | -9.0 | -4.6 | -0.4
COCCNc1oc2c(c1-c1cc(OC)c(OC)c(OC)c1)c(=O)oc1c(C)cccc12 | -7.8 | 1.3 | -5.9
CCN(CC)CCNC(=O)c1cc(N)ccc1N1CCCCC1 | -8.0 | -4.4 | 5.8
CN(Cc1ccncn1)C(=O)c1cc(COc2c(F)cccc2F)on1 | . | 3.3 | -1.1
CC(C)(C)c1ncc2c(n1)CN(CC(=O)NC1CCCCCC1)C2 | -5.7 | -13.8 | .
Cc1ccccc1C1(O)CCN(C(=O)CCc2n[nH]c3c2CCCC3)C1 (stereo unspecified) | . | -3.4 | 1.6
CCCOc1ccc(S(=O)(=O)NCCCN2CCOCC2)c2ccccc12 | -8.0 | -9.0 | -4.4
Clc1ccc(SCc2cn3ccccc3n2)cc1 | 4.6 | -12.9 | -5.0
COCCn1c(=O)c2c(nc3n(CCc4ccccc4)c(C)cn23)n(C)c1=O | -8.0 | -5.9 | 5.7
CSc1ccc(C)c(C(=O)Nc2cc(C(N)=O)c(F)cc2F)c1 | . | -11.5 | 8.6
Cc1ncccc1C(=O)N1CC[C@@H](c2ccc3ccccc3c2)[C@H](O)C1 | . | -2.1 | -1.7
CC(=O)Nc1ccc(NC(=O)CSc2nc(=O)n3cc(C)ccc3n2)cc1 | -8.2 | -10.9 | 2.8
CCc1cc(N2CCCCC2C)nc(SCc2ccc(C(=O)NCCc3ccccn3)o2)n1 (stereo unspecified) | -2.7 | -3.4 | 8.0
O=C1C(=Cc2ccccc2)CCC1C1=NCCN1C1CC(=O)N(c2ccccc2)C1=O (stereo unspecified) | . | -7.3 | -0.6
C=CCn1nc(C)c(-c2cc(C(=O)O)[nH]n2)c1C | -8.0 | -5.0 | -3.0
CN(Cc1nccn1C)C(=O)Nc1cccc(Cl)c1 | -9.6 | -9.2 | -4.2
CCCCS(=O)(=O)N1CCCn2nc(-c3nc4ccccc4[nH]3)cc2C1 | -7.4 | -5.1 | 25.7
Cn1ccn2ncc(C(=O)NCc3cc(-c4ccco4)on3)c12 | . | -5.1 | -5.3
CCCc1cc(NCCOC)n2nc(C)c(-c3ccccc3)c2n1 | -0.7 | 2.4 | 5.5
Cc1c(C(=O)NCc2cccc([N+](=O)[O-])c2)sc(=O)n1Cc1cccc(F)c1 | . | -2.6 | 12.4
(cont.)
SMILES | mcGAS lum | hcGAS inh | NPYLR7 ag
Cc1cccc(CO[C@]2(C(=O)NCCN(C)C)CC(OCc3ccccc3C#N)[C@H](O)[C@H](O)C2)c1 (stereo partly specified) | -7.8 | -3.1 | 1.5
O=C1OC(c2ccccc2I)=NC1=Cc1cc2c(cc1[N+](=O)[O-])OCO2 | . | -1.9 | -7.6
Cc1ccc(C2CC2C(=O)NCCCOC2CCOC2)s1 (stereo unspecified) | . | -5.5 | 2.6
C[C@H](NCCc1ccc(O)cc1)[C@H](O)c1ccc(O)cc1 | . | -6.5 | -0.7
CC1CCN(C(=O)C(C2CCCC2)N2CCN(C(=O)CCc3ccccc3)CC2)CC1 (stereo unspecified) | -6.2 | -6.2 | 2.2
CC(NC(=O)COC(=O)C=Cc1ccc(I)o1)C1CC2CCC1C2 (stereo unspecified) | . | -5.5 | 1.4
Cc1cnc(NC(=O)CC2CCCC2)s1 | -4.4 | -0.2 | 0.6
COCCN(CC(=O)N1CC(=O)N(c2ccc(Cl)cc2)C1)S(=O)(=O)c1c(C)cc(C)cc1C | -5.6 | -3.9 | 0.9
Fc1ccccc1Cc1noc(CN2CCCCC2c2cccnc2)n1 (stereo unspecified) | -10.2 | -8.9 | 3.9
Cn1cnnc1Sc1nc([N+](=O)[O-])nn1C | . | -2.0 | 9.7
CCCc1nc(N2CCCN(C(=O)c3ccc(Cl)c(Cl)c3)CC2)c2c(-c3cccc(C(F)(F)F)c3)noc2n1 | -6.9 | -6.6 | 15.7
CC(=O)Nc1ccc(C(=O)N2CCC(c3c[nH]c4ccc(C)cc34)CC2)cc1 | -3.9 | -6.3 | 11.5
O=C(CC1Sc2ccccc2NC1=O)OCc1cc(=O)oc2ccc3ccccc3c12 (stereo unspecified) | -2.3 | -3.2 | 10.3
CN(C)c1nc2cc(C(=O)O)sc2n1-c1ccc(Br)cc1 | -13.8 | -4.9 | -0.9
CCCCN1C(=O)C2(c3ccccc31)c1c(cc(C)n(C)c1=O)OC(=N)C2C#N (stereo unspecified) | -9.4 | -8.9 | 0.0
CN(C)c1ccc(NC(=O)C(c2ccccc2)c2ccccc2)cc1C(=O)NCCc1ccccc1 | -5.2 | -5.6 | -0.9
O=C(NCc1ccc2c(c1)OCO2)c1csc(CSc2nnc(-c3ccncc3)n2-c2ccccc2F)n1 | -5.7 | -9.0 | 6.6
CCC1CN(C(=O)CSc2nnc(-c3ccc(F)cc3)n2C)CCO1 (stereo unspecified) | . | -11.3 | 2.0
COc1cccc2cc(-c3nnc(-c4cccc(Br)c4)o3)c(=O)oc12 | -5.4 | -2.3 | -7.6
CCc1nc2n(n1)C(=O)C(C(c1cccc(Br)c1)N1CCC3(CC1)OCCO3)S2 (stereo unspecified) | -5.1 | -1.5 | -1.6

As a short view, part of the list above:
SMILES | mcGAS lum | hcGAS inh | NPYLR7 ag
O=C1OC(c2ccccc2I)=NC1=Cc1cc2c(cc1[N+](=O)[O-])OCO2 | . | -1.9 | -7.6
Cc1ccc(C2CC2C(=O)NCCCOC2CCOC2)s1 (stereo unspecified) | . | -5.5 | 2.6
C[C@H](NCCc1ccc(O)cc1)[C@H](O)c1ccc(O)cc1 | . | -6.5 | -0.7
CC1CCN(C(=O)C(C2CCCC2)N2CCN(C(=O)CCc3ccccc3)CC2)CC1 (stereo unspecified) | -6.2 | -6.2 | 2.2
CC(NC(=O)COC(=O)C=Cc1ccc(I)o1)C1CC2CCC1C2 (stereo unspecified) | . | -5.5 | 1.4
Cc1cnc(NC(=O)CC2CCCC2)s1 | -4.4 | -0.2 | 0.6
COCCN(CC(=O)N1CC(=O)N(c2ccc(Cl)cc2)C1)S(=O)(=O)c1c(C)cc(C)cc1C | -5.6 | -3.9 | 0.9
Fc1ccccc1Cc1noc(CN2CCCCC2c2cccnc2)n1 (stereo unspecified) | -10.2 | -8.9 | 3.9
Cn1cnnc1Sc1nc([N+](=O)[O-])nn1C | . | -2.0 | 9.7
CCCc1nc(N2CCCN(C(=O)c3ccc(Cl)c(Cl)c3)CC2)c2c(-c3cccc(C(F)(F)F)c3)noc2n1 | -6.9 | -6.6 | 15.7
CC(=O)Nc1ccc(C(=O)N2CCC(c3c[nH]c4ccc(C)cc34)CC2)cc1 | -3.9 | -6.3 | 11.5
O=C(CC1Sc2ccccc2NC1=O)OCc1cc(=O)oc2ccc3ccccc3c12 (stereo unspecified) | -2.3 | -3.2 | 10.3

(cont.)
SMILES | mcGAS lum | hcGAS inh | NPYLR7 ag
O=C(O)CN1C(=O)CSC1=S | . | -6.5 | 17.1
CN(C)c1noc(-c2ccco2)n1 | . | -9.7 | 18.3
O=C(O)CC1C(=O)NCCN1CC1CCCCC1 (stereo unspecified) | . | -5.7 | 9.6
CN(Cc1n[nH]c2c1CCCCC2)C(=O)c1ccc2nc(C3CCCCC3)oc2c1 | -9.3 | -5.3 | 9.8
Nc1ccc([N+](=O)[O-])cc1NS(=O)(=O)c1ccc2ccccc2c1 | . | -3.4 | 1.2
c1ccc(N2CCCCC2)c(NC2=NCCC2)c1 | -6.6 | -4.4 | 6.2
CCC(NC(=O)CCNC(=O)c1ccccc1F)c1cccs1 (stereo unspecified) | . | -3.4 | 8.1
Cc1ccc(NC(=O)c2cc(-c3ccc(Cl)cc3)n(-c3ccc4c(c3)OCO4)c2C)cc1 | 1.4 | 3.5 | -3.1
O=C(C1CCCN1c1ncccn1)N1CCc2c(Cl)cccc2C1 (stereo unspecified) | . | -8.2 | 5.6
c1c(CN2CCSCC2)nn2c1CNCCC2 | -15.8 | -3.1 | 2.8
O=C(NC1CC1)c1ccccc1NC(=O)C1Cc2ccccc2O1 (stereo unspecified) | . | -13.8 | 12.1
CCOC(=O)C1=C(C)NC2=C(C(=O)CC(C)(C)C2)C1c1cccc(Oc2ccccc2)c1 (stereo unspecified) | -5.8 | -5.0 | -7.3
COc1ccccc1C(CNC(=O)c1ccc(C2SCCS2)cc1)N(C)C (stereo unspecified) | . | -6.9 | 7.5
CCSc1nc(CC(=O)NCc2sc(C)nc2CC)cs1 | -14.3 | -6.7 | -3.2
CCC(C(=O)N(CCOC)Cc1cc(NC(=O)c2cccc(F)c2)ccc1N(C)C)c1ccccc1 (stereo unspecified) | -6.9 | -5.1 | 1.0
CCOC(=O)c1c(C)c(C(=O)NC(C)COC)c(C)n1CC (stereo unspecified) | -6.9 | -9.7 | 6.8
